Source: PubChem BioAssay
Arrestin-AP2 inh: human beta-arrestin and AP2 interaction inhibition | FITC-arrestin peptide / GST-AP2 beads, flow cytometry; AP2 beta2 appendage carries R879A mutation | inhibition, % at 10 µM | 0.31% of 340,000 active;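 active = inhibition above a set limit, near 3 SD of compounds lacking own fluorescence, cut at about 54% in these data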;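 also: plate controls were DMSO wells for no effect and 5 µM unlabelled arrestin peptide for full effect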
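Measured by: flow cytometry, FL1 (488/535 nm); Material: AP2 appendage R879A on GSH beads; Evaluation: percent response; Timing: pre-incubation 12 min, peptide binding 1 h, room temperature; Also added: 50 nM FITC-arrestin peptide; Medium: PBS with 0.05% Tween 20 and 0.1% BSA.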
NSD2 inh: NSD2 (human) methyltransferase inhibition; O96028; NSD2 peptide methylation, AlphaScreen, 120 min; inhibition, % at 12.5 µM; 0.54% of 310,000 active; AID 743445; in the data active = inhibition above about 50%
PvdQ acylase: blocks Pseudomonas aeruginosa PvdQ acylase activity | purified PvdQ acylase, fluorescence plate reader | inhibition, % at 10 µM | 0.063% of 340,000 active | AID 488965; in the data active = inhibition above about 30%, passing the limit was not always enough;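 also: 0% = vehicle neutral wells and 100% = reference inhibitor wells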
PKA-R2B act: PKA-R2B complex activation; PKA-R2B holoenzyme dissociation, Cy5-IP20 fluorescence polarization; R2B truncated from residue 108, S112A mutant; 0% DMSO only, 100% 113 µM cGMP; activation, % at 11.4 µM; 0.079% of 340,000 active; P22694+P31323;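 active = activation above a cutoff set at the mean over all compounds plus 3 SD, cut at about 18% in these data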;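 also: higher means more holoenzyme dissociation and a rise in polarization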
Target sequence (P31323 whole entry, looked up, other chains not shown, the tested form may be a part): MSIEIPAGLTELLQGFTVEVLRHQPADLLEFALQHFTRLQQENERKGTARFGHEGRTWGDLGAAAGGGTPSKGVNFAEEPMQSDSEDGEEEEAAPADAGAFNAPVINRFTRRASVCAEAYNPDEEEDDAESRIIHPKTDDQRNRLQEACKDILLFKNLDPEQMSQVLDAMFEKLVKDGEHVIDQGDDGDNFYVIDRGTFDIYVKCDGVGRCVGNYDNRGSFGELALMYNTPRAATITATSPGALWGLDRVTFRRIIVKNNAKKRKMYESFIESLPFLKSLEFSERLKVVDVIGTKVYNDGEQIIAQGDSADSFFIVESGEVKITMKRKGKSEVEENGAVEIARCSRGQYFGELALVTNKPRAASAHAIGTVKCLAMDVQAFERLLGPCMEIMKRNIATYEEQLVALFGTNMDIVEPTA
Keap1-Nrf2 PPI: Keap1-Nrf2 (human) interaction inhibition. Keap1 Kelch-Nrf2 peptide fluorescence polarization, 1536-well. inhibition, % at 9.4 µM. 0.15% of 340,000 active. AID 504523; in the data active = inhibition above about 12%;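 also: human Keap1 Kelch domain with fluorescein labeled Nrf2 9mer peptide probe; 0% = neutral control wells and 100% = peptide positive control; higher means more block of Keap1 binding to Nrf2 peptide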
Cardiac RTF inh: cardiac RTF calcium desensitization; IANBD-labeled cardiac RTF, Ca2+ fluorescence; 0.12% of 340,000 active; P19429+P45379; inhibition, % at 7.15 µM;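 active = inhibition above the mean inhibition of all tested compounds plus 3 SD, cut at about 17% in these data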;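 also: assay run at fixed EC70 calcium of 1.6 mM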
SR-BI DiI-HDL act: enhances SR-BI lipid uptake from DiI-HDL; CHO ldlA[mSR-BI] cells, DiI-HDL uptake fluorescence, 3 h; 100 = double the neutral-control signal; activation, % at 12.5 µM; 0.096% of 320,000 active;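 active = mean replicate activation of at least 60% and every replicate at or above 60%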;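 also: 0% = median plate neutral-control signal and 100% = twice that signal; values of inactives mirror those of a sister screen read the other way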
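system = CHO ldlA[mSR-BI] cells, LDL receptor-null, SR-BI overexpressing | medium = Ham's F12 with 0.5% BSA, HEPES 25 mM, pH 7.4 | probe or stimulus = DiI-HDL 10 µg/mL | compound dosing = single-point compound dose | incubation = compound exposure 3 h, 37 °C | technique = DiI fluorescence, bottom read | read-out = cell-associated DiI fluorescence as measure of HDL uptake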
SR-BI HDL uptake: mouse SR-BI HDL lipid transfer inhibition; 0.96% of 320,000 active; ldlA[mSR-BI] CHO cells, DiI-HDL uptake fluorescence, 3 h; inhibition, % at 12.5 µM;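 active = mean replicate inhibition of at least 70% and a set share of replicates each scoring 70 or more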;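 also: 0% = median of neutral control wells and 100% = median of positive control wells; values of inactives mirror those of a sister screen read the other way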
LANA DNA inh: blocks KSHV LANA C-terminal domain binding to DNA; MBP-C-LANA/FAM-LBS DNA binding, fluorescence polarization; inhibition, % at 9 µM; 0.078% of 340,000 active;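 active = highest replicate inhibition at or above 60% at 9 µM, even if other replicates fall short; inactive = all replicates below 60% inhibition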;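 also: 0% = neutral control wells and 100% = 4 µM acridine orange control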
DAGLB inhibitor: diacylglycerol lipase beta (human) inhibition. AID 504411. Q8NCG7. inhibition, % at 5.17 µM. 0.059% of 340,000 active. HEK293T DAGLB membrane lysate, EnzChek fluorogenic substrate; in the data active = inhibition above about 34%;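 also: 0% = enzyme with vehicle and 100% = wells lacking enzyme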
Target sequence (Q8NCG7 whole entry, looked up): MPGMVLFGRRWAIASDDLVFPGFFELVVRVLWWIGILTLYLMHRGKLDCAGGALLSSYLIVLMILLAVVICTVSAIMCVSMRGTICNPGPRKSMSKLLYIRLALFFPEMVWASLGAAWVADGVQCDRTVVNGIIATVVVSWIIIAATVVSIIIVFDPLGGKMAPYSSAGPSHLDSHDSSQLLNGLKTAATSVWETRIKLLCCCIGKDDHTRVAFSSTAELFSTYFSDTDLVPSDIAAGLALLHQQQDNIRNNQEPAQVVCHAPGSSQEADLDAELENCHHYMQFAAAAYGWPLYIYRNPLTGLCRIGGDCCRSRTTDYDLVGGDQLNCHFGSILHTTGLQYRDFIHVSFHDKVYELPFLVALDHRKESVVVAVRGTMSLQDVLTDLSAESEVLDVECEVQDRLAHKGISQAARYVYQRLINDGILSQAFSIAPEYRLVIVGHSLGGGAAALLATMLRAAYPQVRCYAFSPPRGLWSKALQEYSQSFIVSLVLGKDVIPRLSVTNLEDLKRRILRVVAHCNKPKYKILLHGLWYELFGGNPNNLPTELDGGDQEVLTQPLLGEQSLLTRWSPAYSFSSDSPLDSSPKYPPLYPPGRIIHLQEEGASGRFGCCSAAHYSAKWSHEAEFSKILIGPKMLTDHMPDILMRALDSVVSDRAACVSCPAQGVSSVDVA
* hit, by the source's call; x = not tested or not shown.

SMILES	Arrestin-AP2 inh	NSD2 inh	PvdQ acylase	PKA-R2B act	Keap1-Nrf2 PPI	Cardiac RTF inh	SR-BI DiI-HDL act	SR-BI HDL uptake	LANA DNA inh	DAGLB inhibitor
COc1ccc(NC(=O)CS(=O)(=O)c2cn(CC(=O)N(C(C)C)C(C)C)c3ccccc23)c(OC)c1	23	5	6	5	0	5	-23	23	0.6	-3
O=C(Cc1ccccc1)NC(NC(=S)Nc1cc(Cl)ccc1Cl)C(Cl)(Cl)Cl (centres undefined)	-5	0	-12	-3	-2	0	-17	17	0.1	6
CCN(CC)c1ccc(NC(=O)CCS(=O)(=O)c2ccc(Br)cc2)c(C)c1	14	10	-10	2	3	0	-19	19	27	2
COC(=O)NCC(C)OC(=O)Nc1cccc(Cl)c1 (centres undefined)	-12	-1	-15	-8	-1	-8	-21	21	0.5	0
CCCCCCCC(=O)NC(Nc1ccccc1OC)C(Cl)(Cl)Cl (centres undefined)	10	-1	2	-3	1	-10	15	-15	-0.9	-19
CCOc1ccc(OCCC(=O)NNC(=O)c2cc(OC)c(OC)c(OC)c2)cc1	5	x	-8	-5	1	-11	-8	8	0.7	1
CCCC(=O)Nc1ccc(C(=O)N2CCCC2)cc1	-1	2	3	-22	-3	8	16	-16	-0.3	-2
CCOc1ccccc1CN1CCN(CCCc2ccccc2)CC1CCO (centres undefined)	-16	0	-6	-8	-1	-5	14	-14	0.1	-2
Cc1cc(C(=O)COC(=O)/C=C/c2ccco2)c(C)n1C	-8	5	-4	0	2	-4	-8	8	-0.4	-6
CCc1ccccc1NC(=O)Nn1cnnc1	13	-2	-10	4	1	-2	26	-26	-0.1	3
Cc1cc(C)c(NC(=O)C(C)OC(=O)c2cc(Br)c(Br)s2)c(C)c1 (centres undefined)	-6	-2	-6	-7	4	-20	-3	3	-1.1	-3
CCN(Cc1ccncc1)C(=O)CCc1nnc(CCC2CCCCC2)o1	15	-1	-8	-11	2	-5	20	-20	0.2	-1
COc1ccc(C(=O)O)cc1N1C(=O)Nc2ccccc2N1O	-12	-4	-8	-1	-3	-1	9	-9	0.2	-1
CCN(CC)C(=O)[C@H]1CC(CC(=O)NCCN2CCOCC2)C(=O)N2CCc3c([nH]c4ccccc34)[C@]12C (some centres undefined)	8	x	23	4	-1	-1	3	-3	-0.6	-1
O=C(/C=C/c1ccc(Cl)cc1Cl)OCC(=O)N1CCCC1	-1	-3	-18	2	-3	-15	-15	15	0.1	-2
CCOC(=O)C(C)n1cnc2c(nnn2-c2ccccc2)c1=O (centres undefined)	4	x	-16	3	-3	2	24	-24	-1.3	2
Cc1ccc(NC(=S)NC2CC3CCC(C2)N3Cc2ccco2)c(C)c1 (centres undefined)	-6	12	-8	-1	-4	-3	-12	12	-2.0	0
COc1ccc(-n2c(C)cc(-c3csc(N)n3)c2C)cc1	-5	-2	-5	3	3	5	-6	6	0.3	8
O=C(O)[C@H](Cc1ccccc1)N1C(=O)c2ccncc2C1=O	-5	-1	-14	1	-3	0	-2	2	0.2	-4
O=C(OCc1cc2ccccc2[nH]c1=O)C1CCCCC1	-3	-1	-15	-10	-2	-8	31	-31	-2.1	-13
CCc1cc(C(=O)NNC(=S)NC2CCCCC2)cs1	6	0	-11	-2	1	-2	-8	8	0.5	-3
Cc1c(NC(=O)COC(=O)C2(c3ccc(F)cc3)CCCC2)c(=O)n(-c2ccccc2)n1C	-9	1	-3	7	3	-4	20	-20	2.4	-3
Fc1ccc(-c2nnc(CSc3nnc(-c4ccc5c(c4)OCO5)o3)o2)cc1	-1	-2	-11	5	-4	-2	-2	2	0.5	-4
C/C(=N\OC(=O)NC(C)C)c1sc(-c2ccccc2)nc1C	3	-3	-10	-8	-5	-9	-49	49	0.7	-7
COc1cc2ccccc2cc1C(=O)Nc1ccc(C)cn1	1	-2	-7	1	-4	-1	-21	21	-1.2	-13

Retrieved by structure from above, three records:
SMILES	Arrestin-AP2 inh	NSD2 inh	PvdQ acylase	PKA-R2B act	Keap1-Nrf2 PPI	Cardiac RTF inh	SR-BI DiI-HDL act	SR-BI HDL uptake	LANA DNA inh	DAGLB inhibitor
O=C(O)[C@H](Cc1ccccc1)N1C(=O)c2ccncc2C1=O	-5	-1	-14	1	-3	0	-2	2	0.2	-4
CCOC(=O)C(C)n1cnc2c(nnn2-c2ccccc2)c1=O (centres undefined)	4	x	-16	3	-3	2	24	-24	-1.3	2
CCc1cc(C(=O)NNC(=S)NC2CCCCC2)cs1	6	0	-11	-2	1	-2	-8	8	0.5	-3

Following part:
SMILES	Arrestin-AP2 inh	NSD2 inh	PvdQ acylase	PKA-R2B act	Keap1-Nrf2 PPI	Cardiac RTF inh	SR-BI DiI-HDL act	SR-BI HDL uptake	LANA DNA inh	DAGLB inhibitor
CC(C)C(NC(=O)CCN1C(=O)c2ccccc2C1=O)c1ccccc1 (centres undefined)	10	0	5	-4	-5	0	-3	3	-0.4	-1
Cc1c(N2C(=O)SC(CC(=O)O)C2=O)c(=O)n(-c2ccccc2)n1C (centres undefined)	38	x	1	0	-2	1	-4	4	-0.8	2
COc1cccc(-c2nnc(-c3ccc(C)o3)o2)c1	-6	6	-16	-10	-2	3	10	-10	-0.1	-5
Cn1c(/C=C/N(Cc2ccccc2)c2ccccc2)c([N+](=O)[O-])c(=O)n(C)c1=O	1	5	1	-8	-1	0	-28	28	-0.8	2
CC1CCCC(C)N1S(=O)(=O)c1ccc(S(=O)(=O)N2CCOCC2)cc1 (centres undefined)	-1	-2	-13	-12	-8	-7	x	x	0.5	-2
O=C(CN1CCCc2ccccc21)N/N=C/c1ccccc1O	-26	2	-2	-1	2	9	13	-13	1.5	1
O=c1cc(-c2ccc(O)c(-c3c(O)cc(O)c4c(=O)cc(-c5ccc(O)cc5)oc34)c2)oc2cc(O)cc(O)c12	3	x	-3	1	-4	-9	-48	48	0.6	3
O=C(O)CCCc1nc2ccccc2s1	26	0	-2	-6	-2	-4	-27	27	0.7	-1
CC(OC(=O)CCCN=C1NS(=O)(=O)c2ccccc21)C(=O)c1ccccc1 (centres undefined)	11	-1	-19	8	-3	-13	34	-34	1.3	-3
O=C(NNc1ccc(Cl)cc1)c1cccs1	9	0	4	3	2	-3	16	-16	0.0	1
O=C(O)c1ccccc1SCc1cn2cc(Cl)ccc2n1	8	-1	-6	3	-5	8	11	-11	0.0	1
COc1ccc(S(=O)(=O)NCc2ccccn2)cc1NC(=O)c1ccc(C)cc1	-6	-2	-13	-17	-3	-8	-26	26	0.6	1
O=C(COc1ccc(Cl)cc1Br)N1CCN(c2ccccc2)CC1	-2	-4	-7	-11	1	6	-10	10	1.3	-11
CCOC(=O)c1cccc(NC2c3ccccc3C(=O)N2Cc2ccco2)c1 (centres undefined)	21	x	8	-10	-3	1	-13	13	-0.4	-1
CCn1c(SCC(=O)NCC2CCCO2)nc2c(c1=O)SC(C)C2 (centres undefined)	27	x	2	-13	1	-3	13	-13	-0.6	-1
Nc1nnc(CC(=O)Nc2ccccc2)s1	-6	0	-10	x	-3	x	4	-4	-0.3	x
COc1ccc(OC)c2c1cc(C(=O)N[C@H](C(=O)N1CCC(C(=O)O)CC1)C(C)C)n2C	37	3	7	-9	-4	5	32	-32	-1.2	-1
O=C(c1ccc(C(F)(F)F)cc1)C1CCCN(C(=O)Cn2cncn2)C1 (centres undefined)	-6	-4	-2	6	-4	-3	14	-14	1.6	2
COc1ccc(-n2c3c(c(=O)[nH]c2=O)C(C(F)(F)F)(C(F)(F)F)N=C(CC(C)C)N3)cc1	-6	0	-11	-6	-6	0	16	-16	0.5	-2
Clc1ccc(-c2csc(NNC3=NCCCCC3)n2)cc1	-7	x	2	12	-8	-12	-46	46	1.0	0
Cn1c(N)c(C(=O)N/N=C/c2ccccc2)sc1=S	7	1	1	-12	-6	4	-39	39	1.3	7
Cc1ccnc(NC(c2ccccc2O)c2oc(CO)cc(=O)c2O)c1 (centres undefined)	-11	0	-10	-22	-9	1	30	-30	0.8	0
Cc1cc(NC(=O)C(C)SCC(=O)Nc2nnc(CC(C)C)s2)no1 (centres undefined)	4	-4	-1	-7	-3	10	9	-9	-0.5	-4
COc1cc(NC(=O)CSc2ncnc3sc4c(c23)CCCC4)c(C(=O)O)cc1OC	-13	4	-13	2	3	3	2	-2	1.0	8
CCCc1nn(C)c(C(=O)Nc2cccc3ccccc23)c1Cl	-6	-2	-10	-5	-4	-14	-12	12	1.4	-18

(more compounds)
SMILES	Arrestin-AP2 inh	NSD2 inh	PvdQ acylase	PKA-R2B act	Keap1-Nrf2 PPI	Cardiac RTF inh	SR-BI DiI-HDL act	SR-BI HDL uptake	LANA DNA inh	DAGLB inhibitor
Cc1cc(C)cc(NC(=O)c2cc(C)n(Cc3cccs3)c2C)c1	-1	-2	-16	7	4	1	-10	10	0.5	-1
Cc1sc2nc(SCC(=O)Nc3ccc(Cl)c(C(=O)O)c3)[nH]c(=O)c2c1C	-6	x	-11	2	0	-8	-8	8	1.6	-1
O=C(COc1ccccc1-c1ccccc1)N/N=C/c1cccnc1	0	2	-15	-1	-9	-5	16	-16	0.3	-2
CN(C)/C=N/c1cnc(C(=O)c2ccc(Cl)cc2)n1C	15	1	9	-9	-2	1	-16	16	4.1	-6
COc1ccc(S(=O)(=O)N2CCN(c3ccc4nnc(-c5ccccc5)n4n3)CC2)cc1	-3	x	-12	2	-2	-1	7	-7	0.5	2
O=C(COc1ccccc1Cl)NC(=S)Nc1ccc(CN2CCOCC2)cc1	-2	-1	-8	-10	-2	-5	-6	6	-1.3	0
CCOC(=O)/C(=C\c1ccc(OC)c(OC)c1)C(=O)c1cccnc1	22	4	-6	4	2	-3	x	x	-2.9	3
COc1cccc(NC(=O)C2CCCN2C(=O)Nc2cccc(F)c2)c1 (centres undefined)	1	x	-1	10	3	-9	-1	1	-1.2	-9
Cc1cc(C)cc(CC(Cc2nc3ccccc3[nH]2)c2nc3ccccc3[nH]2)c1 (centres undefined)	30	-1	-6	7	-1	-1	2	-2	-2.4	-5
c1csc(Cc2nc3ccccc3[nH]2)c1	3	11	-2	-6	5	-5	3	-3	-0.2	-2
CCOc1ncccc1C(=O)Nc1cccc(-n2cnnn2)c1C	12	-1	2	7	-2	-1	-17	17	-0.7	1
O=C(COc1ccc(-c2ccccc2)cc1)N/N=C/c1cc(O)ccc1Br	8	2	9	-6	-1	-7	-3	3	-1.4	-10
O=C(C[n+]1ccc(/C=N/O)cc1)NC1CCCCC1	13	-1	-3	-6	0	5	14	-14	0.2	-1
O=C(CSc1ccsc1[N+](=O)[O-])NC1CCCC1	-3	-2	4	4	4	0	0	0	0.6	0
O=C1CC(c2ccccc2)CC(O)=C1C=NC1CCCCCC1 (centres undefined)	-7	-1	-2	-3	-1	-6	-18	18	-1.7	0
O=C(O)[C@H](CSCc1ccccc1)NS(=O)(=O)c1ccc(F)cc1	-5	1	-2	-6	4	-8	13	-13	0.4	4
O=C(CCNS(=O)(=O)c1cccs1)N1CCN(c2cccc(C(F)(F)F)c2)CC1	-15	-2	-6	6	2	-6	10	-10	1.5	2

This is a random part of the collection, and some 2.1% of all compounds hit somewhere here.
